Bioassay records: PubChem BioAssay, several laboratories
TDP2 absorb: blocks human TDP2 phosphodiesterase activity. O95551. recombinant TDP2, T5PNP hydrolysis, p-nitrophenol absorbance 415 nm. inhibition, % at 12.8 µM. 370,000 tested, 0.34% active. AID 720702;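 active means inhibition above the mean of all tested compounds plus 3 SD, set per campaign, cut at about 25% in these data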;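 further: 0% = DMSO with enzyme and 100% = buffer with substrate but no TDP2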
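System: recombinant human TDP2 / Amount: 120 nM TDP2 per well / Also added: 5 mM T5PNP chromogenic substrate / Doses: 12.8 µM single point, 1% DMSO / Incubation: 2 h at 37 °C / Detection: p-Nitrophenol epi absorbance / Evaluation: % inhibition relative to enzyme-containing and enzyme-free wells / Repeats: singlicate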
SIAE inh: inhibitors of human sialic acid acetylesterase SIAE. Q9HAT2. 370,000 tested, 0.69% active. AID 1053197. inhibition, % at 9.66 µM. SIAE FP-Rh probe binding, fluorescence polarization;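 active means inhibition above a cutoff: mean of compounds within the control limits plus 3 SD of those, cut at about 17% in these data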;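 further: 0% = plate median of compound wells and 100% = probe without SIAE protein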
PRMT1 FP inh: blocks human protein arginine methyltransferase 1. 370,000 tested, 1.3% active. Q99873. AID 652257. recombinant PRMT1, activity-based probe fluorescence polarization. inhibition, % at 2.79 µM;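 active means inhibition above about 21% made by adding two undisclosed values, limit read from the data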
LEDGF integ inh: blocks HIV-1 LEDGF/p75-dependent DNA integration; TR-FRET IN-LEDGF/p75 DNA integration, Eu/Cy5; inhibition, % at 3.7 µM; 370,000 tested, 0.64% active;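 active means inhibition above the screen-wide mean plus 3 SD, cut at about 13% in these data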;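 further: signal is the Cy5 over europium emission ratio at 671 and 618 nm; 0% = plate median of compound wells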
mABHD4 FP: inhibitors of mouse ABHD4 | purified mABHD4, FP-Rh probe fluorescence polarization | inhibition, % at 8.92 µM | 370,000 tested, 0.54% active;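 active means inhibition exceeding the mean over every tested compound plus 3 SD, cut at about 30% in these data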;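 further: 0% = plate median of compound wells and 100% = S159A mutant with DMSO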
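Test system: mABHD4 protein | Buffer or medium: HEPES pH 7.0 buffer, 150 mM NaCl, 0.01% Pluronic F-127 | Probe or stimulus: FP-Rh fluorescent activity-based probe, added after compound pre-incubation | Timing: Pre-incubation 45 min, probe exposure 60 min, at 25 °C | Technique: Fluorescence polarization, excitation 525 nm, emission 598 nm, BODIPY TMR filters | Repeats: Single well per compound (singlicate)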
NPR2 activator: GC-B (human) receptor activation; activation, % at 10 µM; 370,000 tested, 0.11% active; AID 1920062; P20594; HEK293-GC-B cells, CNP EC30, cGMP TR-FRET; 0% at EC30 CNP, 100% saturating CNP;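 active means activation at 10 µM reaching about 35% in either raw or pattern-adjusted values, limit read from the data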
Target sequence (P20594 whole entry, looked up): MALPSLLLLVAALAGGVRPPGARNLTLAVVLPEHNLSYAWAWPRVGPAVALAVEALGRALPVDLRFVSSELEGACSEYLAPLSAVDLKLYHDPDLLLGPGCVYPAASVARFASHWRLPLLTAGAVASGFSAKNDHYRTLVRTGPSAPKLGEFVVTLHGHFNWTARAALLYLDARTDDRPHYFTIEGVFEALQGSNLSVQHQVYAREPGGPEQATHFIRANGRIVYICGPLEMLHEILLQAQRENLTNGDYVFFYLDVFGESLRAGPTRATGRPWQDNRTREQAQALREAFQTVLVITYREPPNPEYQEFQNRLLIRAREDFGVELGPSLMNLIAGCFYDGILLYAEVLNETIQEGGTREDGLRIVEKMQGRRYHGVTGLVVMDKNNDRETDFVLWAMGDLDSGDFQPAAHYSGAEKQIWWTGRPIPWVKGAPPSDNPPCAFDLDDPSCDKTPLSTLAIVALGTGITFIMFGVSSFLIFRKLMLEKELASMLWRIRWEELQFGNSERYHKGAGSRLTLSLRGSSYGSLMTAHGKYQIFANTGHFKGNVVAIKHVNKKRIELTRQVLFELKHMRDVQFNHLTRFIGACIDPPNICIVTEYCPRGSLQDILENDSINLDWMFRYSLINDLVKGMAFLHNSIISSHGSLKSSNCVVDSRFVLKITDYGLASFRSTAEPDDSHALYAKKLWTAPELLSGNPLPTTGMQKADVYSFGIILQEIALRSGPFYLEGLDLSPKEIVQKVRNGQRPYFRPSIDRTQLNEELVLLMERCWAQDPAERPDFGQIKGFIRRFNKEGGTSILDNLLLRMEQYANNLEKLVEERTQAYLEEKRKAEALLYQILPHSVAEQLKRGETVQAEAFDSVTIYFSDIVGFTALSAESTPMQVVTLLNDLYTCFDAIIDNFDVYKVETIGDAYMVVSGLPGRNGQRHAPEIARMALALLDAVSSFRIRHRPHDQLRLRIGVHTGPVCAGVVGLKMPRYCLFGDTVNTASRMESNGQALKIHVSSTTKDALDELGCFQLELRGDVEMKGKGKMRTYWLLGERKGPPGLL
HTRA1 inhibitor: HTRA1 (human) protease inhibition | 340,000 tested, 0.5% active | AID 504803 | recombinant HTRA1, FP-rhodamine activity-based probe, fluorescence polarization | Q92743 | inhibition, % at 5.96 µM; in the data active means inhibition above about 36%;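 further: 0% = enzyme with DMSO and 100% = wells lacking enzyme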
MBD2 inh: inhibitors of human MBD2 binding to methylated oligonucleotide; inhibition, % at 4.4 µM; TR-FRET; 370,000 tested, 0.31% active; in the data active means inhibition above about 13%
rCAG binder: molecules binding r(CAG) RNA repeats; r(CAG) RNA repeat, TO-PRO-1 dye displacement fluorescence; inhibition, % at 3 µM; 370,000 tested, 1.3% active; AID 651821;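 active means inhibition above the plate cutoff, the mean of all test compounds on that plate plus 3 SD, cut at about 35% in these data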;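 further: 0% = DMSO alone and 100% = 100 µM mitoxantrone as full dye displacement; higher means more dye released from RNA so lower well fluorescence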
TCR-CD3 inh: blocks the human TCR-CD3 interaction; TAMRA-labeled TCR probe fluorescence, biochemical; inhibition, % at 9.4 µM; 360,000 tested, 0.37% active; AID 651800; in the data active means inhibition above about 19%;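 further: recombinant mutant TCR 2C K166C tagged with TAMRA read by polarization; 0% = receptor in buffer alone and 100% = receptor with positive control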
* marks the source's active call; other numbers are inactive results; · = not tested or not shown. An excerpt. The share of hits here may be higher or lower than overall.

SMILES	TDP2 absorb	SIAE inh	PRMT1 FP inh	LEDGF integ inh	mABHD4 FP	NPR2 activator	HTRA1 inhibitor	MBD2 inh	rCAG binder	TCR-CD3 inh
COc1ccccc1-c1noc(CCC(=O)Nc2cccnc2)n1	4	6	-1	3	0	-7	11	3	1	9
O=C(c1cccc(S(=O)(=O)N2CCOCC2)c1)N1CCN(C/C=C/c2ccccc2)CC1	0	-2	-4	3	-2	1	3	-2	2	-2
O=C(Nc1nn[nH]n1)c1ccc(S(=O)(=O)N2CCCCC2)cc1	-3	-3	-3	1	-3	1	-6	-5	-1	7
CNC(=O)NC(=O)C(C)OC(=O)CCCSc1nc2ccccc2s1 (stereo unspecified)	10	1	-1	3	-9	-4	2	1	-8	5
CC(O)CNc1ccc(-c2n[nH]c(=O)c3ccccc23)cc1[N+](=O)[O-] (stereo unspecified)	-14	1	-3	-2	8	-2	4	-13	6	4
S=c1[nH]c(-c2ccccc2)cn1-c1ccccc1	-8	3	14	-3	-2	2	3	2	1	0
COc1ccc([C@@H]2[C@@H]3C(=O)N(C(C)(C)C)C(=O)[C@@H]3[C@]3(CC(C)C)C(=O)N(c4cccc(Br)c4)C(=O)N23)cc1	0	-7	1	-1	-12	-8	-34	-6	8	2
CC1COC(c2cccn2Cc2ccccc2Cl)=N1 (stereo unspecified)	-5	-4	1	-3	4	8	-1	-1	-6	2
Cc1nc(CS(=O)(=O)c2ccccc2)cc(Sc2ccc(Cl)cc2)n1	12	-4	-2	3	-8	-5	-5	3	-7	3
Cc1c(OCC(=O)NCCCN2CCOCC2)ccc2c(-c3ccccc3)cc(=O)oc12	4	8	-1	3	3	-6	-14	-2	-6	2
CCN1C(=O)N[C@@H](c2ccc(Br)cc2)C(C(=O)OC)=C1C	4	11	0	0	3	11	-2	1	-6	-4
COc1cccc(C2C(C(N)=O)=C(C)Nc3nc(-c4cccc(Cl)c4)nn32)c1 (stereo unspecified)	-2	10	-1	-3	3	-1	-2	-1	-1	5
Cc1c(Cc2ccccc2)c(=O)oc2cc(OCC(=O)N3CCC(C(N)=O)CC3)ccc12	13	-5	1	-1	-3	6	-1	1	-4	2
CC1(C(=O)NS(=O)(=O)Cc2ccccc2C(F)(F)F)CCN1C(=O)C/C=C/c1ccccc1 (stereo unspecified)	6	-4	4	-4	-2	5	·	-4	46*	7
COC(=O)c1cc(NS(=O)(=O)c2ccc3c(c2)CCC(=O)N3)cc(C(=O)OC)c1	-3	-3	-2	-2	0	10	1	1	5	6
CCc1nc2ccccc2c(C(=O)OCC(=O)N(CCOC)c2c(N)n(Cc3ccccc3)c(=O)[nH]c2=O)c1C	8	11	-4	-1	2	3	-6	0	-2	6
CCN(c1ccc(NC(=O)COC(=O)CCc2cc(OC)c(OC)c(OC)c2)cc1)C(C)C	4	4	3	-1	1	2	6	-1	-4	-6
COC(=O)c1ccc(Oc2c(C)oc3c(CN4CCN(C)CC4)c(O)ccc3c2=O)cc1	-4	-3	-3	-1	-2	3	6	-5	-4	12
COc1ccc(-n2c(SCC3CNC(=O)O3)nnc2-c2ccc(Cl)cc2)cc1 (stereo unspecified)	2	4	3	2	3	-6	1	0	-3	6
CCOC(=O)C1(CC2CC2)CCN(C(=O)c2cc(C)nc3ccc(CC)cc23)CC1	-17	7	-9	3	2	-2	-13	-1	-8	7
CC1=C(C(=O)OC(C)C)C(c2ccc(C)o2)NC(=O)N1 (stereo unspecified)	1	1	-1	-2	0	-4	8	-2	1	1
CC(=O)Nc1ccc(N=Nc2ccc(O)cc2)cc1	5	6	-1	-1	-5	-3	5	-3	2	2
Cc1cc(Cn2nc(C(=O)NCc3cccs3)cc2-c2ccccc2)on1	6	-2	-2	2	-1	1	-11	5	-2	8
COc1ccccc1NC(=O)CCSCCC(=O)Nc1ccccc1OC	-3	-1	9	-1	-2	0	-7	0	8	-3
O=C(CN1CCCCC1)N1CCCc2ccccc21	-4	-1	3	4	6	2	4	7	-4	-3
CN(Cc1ccc(Cl)cc1)C(C(=O)NC1CCCCC1)c1ccnc2ccccc12 (stereo unspecified)	-9	-10	5	2	-16	2	·	3	4	6
CC(=O)Nc1ccc(S(=O)(=O)Nc2nnc(C(C)C)s2)cc1	2	-2	-1	2	8	6	5	-6	2	8
CC(NC(=O)Cn1cc(C(=O)C2CC2)c2ccccc21)c1ccccc1 (stereo unspecified)	0	-3	1	-2	0	-4	-2	0	-2	0
COc1ccccc1NS(=O)(=O)c1cccc(NC(=O)C2CC2)c1	3	-2	0	1	0	3	-5	-4	4	3
Cc1ccc(C)c(N(C)C(=O)c2coc(=O)c3ccccc23)c1	-6	-6	-1	-1	2	-6	0	0	-6	10
Fc1ccccc1Nc1nc(N2CCOCC2)nc(N2CCOCC2)n1	-13	-1	-6	-1	-2	-3	-6	-5	-2	4
COc1ccc(NC(=O)C2CC(=O)N(CCc3ccc(Cl)cc3)C2)cc1 (stereo unspecified)	5	-9	1	1	-2	-2	6	0	-6	14
Cc1ccc(C(=O)NNC(=O)c2ccc(S(=O)(=O)N3CCCCC3)cc2)cc1	-11	-1	4	1	-15	-1	-2	7	5	2
CCN(CC)CCNc1ncnc2c1sc1nc(N3CCCC3)c3c(c12)CC(C)(C)OC3	-16	6	-4	3	-3	5	-1	7	13	-9
CC1CC(C)CN(C(=O)c2ccc3nc[nH]c3c2)C1 (stereo unspecified)	-4	11	-1	-3	7	7	1	-1	-3	5
Cc1ccc(S(=O)(=O)NC(=O)C2(C)CCN2C(=O)c2ccccc2CCc2ccccc2)cc1 (stereo unspecified)	-6	1	-2	-5	-2	-1	·	5	48*	3

Limited to SIAE inh, for 3 of the compounds above:
| SMILES | SIAE inh |
| --- | --- |
| COc1ccccc1NS(=O)(=O)c1cccc(NC(=O)C2CC2)c1 | -2 |
| Cc1ccc(C)c(N(C)C(=O)c2coc(=O)c3ccccc23)c1 | -6 |
| Fc1ccccc1Nc1nc(N2CCOCC2)nc(N2CCOCC2)n1 | -1 |

Carrying on:
SMILES	TDP2 absorb	SIAE inh	PRMT1 FP inh	LEDGF integ inh	mABHD4 FP	NPR2 activator	HTRA1 inhibitor	MBD2 inh	rCAG binder	TCR-CD3 inh
CCOC(=O)C1CCN(C(=O)c2ccccc2)C(CC)C1=O (stereo unspecified)	1	-2	-2	-2	1	-1	2	-4	2	8
COc1cccc(NC(=O)CN2CCN(S(=O)(=O)c3ccc(C(C)C)cc3)CC2)c1	-3	0	2	-3	3	-2	-19	-1	3	-1
CCOC(=O)C1CCN(C(=O)c2ccc3c(c2)OCO3)CC1	-6	6	-1	2	-1	-2	-2	6	-5	-5
Cc1nn(CC(=O)NCCc2ccco2)c(=O)c2nn(-c3ccccc3)c(C)c12	2	-4	6	1	-1	-11	1	10	13	0
O=C(c1ccc(Br)c(S(=O)(=O)N2CCCCC2)c1)N1CCCCC1	-3	-10	2	0	4	0	1	-3	-7	4
O=C(Nc1ccc2c(c1)CN(C(=O)Nc1ccc(F)cc1)CC2)c1ccccn1	-2	-1	-1	2	-10	8	-18	-4	4	0
CC(=O)C1CCC2C3CC(C)C4=CC(=O)CCC4(C)C3C(=O)CC12C (stereo unspecified)	-2	-7	7	-3	2	0	-3	1	-2	-5
O=C(O)c1ccc(-c2nnn(Cc3cccc(C(F)(F)F)c3)n2)cc1	-6	0	-1	1	-6	1	4	3	2	-1
O=C(NC(=S)Nc1ccc2oc(=O)ccc2c1)c1cccc(Cl)c1	2	-7	-1	-2	1	-7	5	-2	2	1
O=C(Cn1ncc(N2CCCC2)c(Cl)c1=O)c1ccc(Cl)cc1	6	-1	1	-4	3	-6	-21	4	1	0
CC(=O)c1ccc(OCC(=O)NC2CCS(=O)(=O)C2)cc1 (stereo unspecified)	-7	3	-1	3	-3	3	4	5	-1	3
Cc1ccc(C(=O)CCC(=O)OC(C)C(=O)NC2CCCCC2C)cc1 (stereo unspecified)	-1	-1	-5	2	4	-1	-2	-4	-2	4
N#CC(c1ccc(O)cc1)N1CCCCC1 (stereo unspecified)	-3	3	4	-2	1	5	3	1	-3	-3
O=C(Nc1ccc(Br)cc1)c1cccc(N2C(=O)C3C4CCC(C4)C3C2=O)c1 (stereo unspecified)	-14	8	0	2	-6	-3	-5	-3	1	-1
COc1ccccc1Cc1c(C2CCCCC2)nc2cc(C)c(Br)c(C)n12	12	-3	-1	-2	-3	4	·	2	5	3
O=C(NC1CCCc2ccccc21)c1cccc(S(=O)(=O)N2CCOCC2)c1 (stereo unspecified)	-2	-2	1	1	2	-5	1	3	-5	1
COCC1CCN(Cc2nc(-c3cccs3)no2)C1 (stereo unspecified)	-2	5	2	-1	-4	1	·	0	-1	0
CCOc1ccc(CCNC(=O)c2ccc3[nH]ccc3c2)cc1OCC	7	0	4	2	0	-3	·	0	·	·
COc1ccc(C(=O)N/N=C(\C)CC(=O)Nc2ccccn2)cc1OC	-3	2	-5	0	-6	4	2	-6	1	1
O=S(=O)(c1cccc(F)c1)N1CCC(CO)(Cc2cccc(F)c2)CC1	14	8	-5	4	-8	-2	-14	-5	-6	7
O=S(=O)(NCc1cccs1)c1cccc2cccnc12	9	5	-1	-2	4	5	2	3	0	1
Cc1cc(C)nc(/N=C(\NC(=O)C(C)(C)C)Nc2ccc(F)cc2)n1	-13	-4	3	-7	-7	-4	1	2	-3	-5
C=CCn1c(SC(C)C(=O)Nc2ccc(Cl)cn2)nnc1C1CC1 (stereo unspecified)	-6	-3	4	0	0	0	3	6	-3	-4
COc1cc(/C(C)=N/Nc2ccc(C(=O)O)cc2)cc(OC)c1OC	2	5	5	1	0	4	3	-3	0	0
COc1ccccc1OCCSc1nnnn1-c1ccc(C)cc1	-13	-3	-4	37*	-2	1	-3	-5	2	-6
CCCCNC(=O)C1CCC(CNS(=O)(=O)c2cccc3nsnc23)CC1 (stereo unspecified)	-11	-3	2	-5	2	2	-1	5	-8	-6
CC(C)N(C(=O)[C@H]1C[C@H](CC(=O)NC(C)(C)C)C(=O)N2CCc3c([nH]c4ccc(Cl)cc34)[C@]12C)C(C)C	-9	5	3	2	5	-6	-15	-1	3	0
C=CCN1C[C@@H](COCc2ccccc2)OCCS1(=O)=O	-4	2	0	1	5	2	·	-8	-2	-7
COc1cccc(-c2nnc(SCC(=O)Nc3ccc(S(N)(=O)=O)cc3)n2C)c1	8	-3	4	-1	0	-5	7	4	7	-1
COc1ccc(C(=O)NCc2cccnc2)cc1C(=O)NCc1cccnc1	5	-7	2	-3	-5	-1	12	5	1	1
CCNC(=O)C1(C)CCCN(C(=O)c2ccc(OC)c(F)c2)C1 (stereo unspecified)	-2	0	-2	0	2	1	·	-5	0	8
